CaV13 ICDI inh – Disruptors of the CACNA1D IQ motif to Ca2+-dependent inactivation inhibitor domain association, primary screening, Förster resonance energy transfer in intact living …; HEK cells, CFP/YFP FRET ICDI-IQ, plate reader, 10 min; percent FRET-ratio fall versus neutral wells; 0.098% of 340,000 active; AID 743397; inhibition, % at 12.3 µM;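 active = mean replicate inhibition of at least 30% and at least 1% of replicates passing that level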;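 note: 0% = median of the neutral control wells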
iPSC survival up – increases survival of single human iPS cells; survival enhancement, % at 20 µM; 0.044% of 360,000 active; hiPSC single-cell survival, ATPlite luminescence; 100% = ROCK inhibitor wells, 0% = DMSO; in the data active = survival enhancement above about 18%;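 note: cells exposed to compounds for 16 hours before the ATP read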
TRPM1 prom inh – MITF TRPM1 promoter inhibition in SK-MEL-5 cells. SK-MEL-5 TRPM1 promoter luciferase, 24 h. inhibition, % at 12.5 µM. 0.83% of 330,000 active. AID 488899;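 active = mean inhibition across replicates of 60% or more, whatever share of single replicates reaches that level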; note: values of inactives mirror those of a sister screen read the other way
Peg3 prom inh – reduces Peg3 promoter-driven luciferase expression in HeLa. HeLa PEG-Prom luciferase reporter, luminescence, overnight. inhibition, % at 20 µM. 1.7% of 360,000 active;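 active = inhibition of at least 50% at 20 µM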
aDG glyco act – increases alpha dystroglycan glycosylation | AID 624168 | Pro5-aDG cells, alpha-DG glycosylation AlphaScreen (IIH6); 0% Pro5, 100% B10-LARGE cell signal | 0.22% of 360,000 active | activation, % at 10 µM;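 active = activation of at least 8% versus controls, or a plate z-score of at least 8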;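 note: Pro5 are CHO cells carrying HIG-tagged alpha-DG that lacks glycosylation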
PDI inh – PDI (human) enzyme inhibition | inhibition, % at 10 µM | PDI insulin aggregation turbidity, A650, 90 min | 0.052% of 350,000 active;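 active = mean inhibition across replicates of 30% or more, whatever share of single replicates reach that level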;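 note: absorbance from insulin aggregation driven by PDI reduction with DTT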
Target sequence (P07237 whole entry, looked up): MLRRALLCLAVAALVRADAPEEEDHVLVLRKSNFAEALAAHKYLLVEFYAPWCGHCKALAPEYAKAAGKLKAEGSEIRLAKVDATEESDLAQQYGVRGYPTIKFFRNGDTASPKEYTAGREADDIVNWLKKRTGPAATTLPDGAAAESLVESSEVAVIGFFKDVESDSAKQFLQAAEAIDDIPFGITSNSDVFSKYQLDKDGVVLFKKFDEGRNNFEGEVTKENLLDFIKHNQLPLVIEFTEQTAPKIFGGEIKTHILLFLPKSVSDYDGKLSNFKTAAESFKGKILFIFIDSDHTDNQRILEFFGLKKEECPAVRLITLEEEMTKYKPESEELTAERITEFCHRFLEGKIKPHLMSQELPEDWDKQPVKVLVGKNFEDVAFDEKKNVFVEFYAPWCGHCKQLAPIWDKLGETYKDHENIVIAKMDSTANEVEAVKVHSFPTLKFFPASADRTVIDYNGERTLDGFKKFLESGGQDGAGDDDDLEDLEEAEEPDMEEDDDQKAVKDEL
HIF-2a block – inhibitors of HIF-2a. 786-0 RCC cells HIF-2a reporter, luciferase luminescence, overnight. inhibition, % at 18.8 µM. 0.72% of 360,000 active;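 active = inhibition of the luminescence signal of 40% or more relative to plate controls, in a single-dose primary screen at 18.75 µM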
NR2E3 ag-1 – agonists of human NR2E3 nuclear receptor | CHO-S Gal4-NCOR/VP16-NR2E3 two-hybrid, luciferase | inhibition of corepressor binding, % at 3.98 µM | 0.35% of 360,000 active | AID 602229;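 active = inhibition above the mean of all tested compounds plus 3 SD, cut at about 70% in these data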;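 note: 0% = DMSO with NR2E3 transfected cells and 100% = cells lacking NR2E3 construct; higher means lower luciferase signal from less NR2E3 corepressor binding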
Target sequence (Q9Y5X4 whole entry, looked up, the tested form may be a part): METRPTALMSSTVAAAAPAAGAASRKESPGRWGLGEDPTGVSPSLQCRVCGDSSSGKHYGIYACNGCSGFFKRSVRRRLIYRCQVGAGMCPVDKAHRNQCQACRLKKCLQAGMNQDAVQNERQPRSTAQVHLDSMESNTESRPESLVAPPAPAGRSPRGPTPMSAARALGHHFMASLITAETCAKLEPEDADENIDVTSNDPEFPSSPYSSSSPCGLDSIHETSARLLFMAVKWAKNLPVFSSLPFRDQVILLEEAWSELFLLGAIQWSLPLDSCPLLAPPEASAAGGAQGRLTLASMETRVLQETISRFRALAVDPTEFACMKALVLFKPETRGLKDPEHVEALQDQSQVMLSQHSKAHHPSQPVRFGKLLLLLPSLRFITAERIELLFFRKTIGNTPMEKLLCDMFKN
Exocytosis inh – blocks lytic granule exocytosis; inhibition, % at 10 µM; 0.66% of 360,000 active; AID 651702; TALL-104 LAMP-1 surface exposure, flow cytometry; cells stimulated with thapsigargin and PMA;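 active = inhibition above about 55%, limit read from the data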
NR2E3 ag-2 – activates human photoreceptor nuclear receptor NR2E3. Q9Y5X4. GST-NR2E3/biotin-RetCOR TR-FRET, 1536-well. inhibition of corepressor binding, % at 4.78 µM. 0.12% of 320,000 active. AID 2300;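 active = percent inhibition above the cutoff of mean plus 3 SD of all tested compounds, set per screening campaign, cut at about 20% in these data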;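 note: 0% = DMSO wells and 100% = biotin wells as full block of FRET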
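System: GST-tagged NR2E3 plus biotinylated RetCOR corepressor; Buffer or medium: pH 7.5 Tris-based buffer; Probe or stimulus: RetCOR corepressor, biotinylated, 7 nM; Doses: compound at 4.8 µM, single dose; Schedule: 5 h incubation at 4 °C; Technique: time-resolved FRET; Evaluation: percent inhibition of TR-FRET ratio; Replication: one well per compound, singlicate testing.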
Vif inh – HIV Vif inhibition; inhibition, % at 7.49 µM; 0.35% of 340,000 active; HEK293T cells, Vif self-association by quenched fluorescence, imaging, 24 h; in the data active = inhibition above about 50%, passing the limit was not always enough; note: some results filed as inactive read as strong as hits
An asterisk follows results filed as active; / = no result given; & = joins results of further samples. This is a random part of the collection; overall some 3.5% were active at least once.

SMILES	CaV13 ICDI inh	iPSC survival up	TRPM1 prom inh	Peg3 prom inh	aDG glyco act	PDI inh	HIF-2a block	NR2E3 ag-1	Exocytosis inh	NR2E3 ag-2	Vif inh
COc1ccc(-n2nnnc2SCC(=O)Nc2cc(OC)c([N+](=O)[O-])cc2C)cc1	-7	-0.5	8	6	0.4	-3	1	21	-10	4	-1
CCC(C)(C)NC(=O)CN(Cc1ccccc1)C(=O)CCC(=O)Nc1nccs1	-2	-0.6	3	7	-0.1	5	10	9	-15	2	3
Cc1cccc(C)c1OCC(=O)N1CC2(C)CC1CC(C)(C)C2 (stereo unspecified)	-4	-2.1	1	19	0.1	1	11	-11	-1	2	-8
CCOC(=O)Cn1nnnc1C(CC)N(Cc1cccs1)Cc1cc2cc(C)ccc2[nH]c1=O (stereo unspecified)	-6	3.9	14	34	0.0	9	13	-28	-1	-1	-10
COc1ccc(/C(C)=N\NC(=O)c2ccc(-c3ccccc3)cc2)c(F)c1	/	0.1	0	16	0.1	-14	11	-25	0	/	6
O=C(CCn1c(=S)oc2ccccc21)Nc1ccccc1F	-8	2.5	-20	2	-0.1	25	8	4	0	1	-2
Cc1noc(C)c1S(=O)(=O)N1CCN(c2ccc(Cl)cc2)CC1	-5	-0.5	-4	-1	-0.3	-5	6	-11	1	1	0
Cc1csc2cc(-c3cccc([N+](=O)[O-])c3)c(-c3cccc([N+](=O)[O-])c3)c[n+]12	-4	-1.7	24	21	-0.1	3	7	25	0	-1	-1
CCn1c(N)nc2c1c(=O)n(C)c(=O)n2C	-6	-1.2	-9	3	0.1	2	8	-1	0	3	7
COc1cccc(SCc2noc(C(=O)NCCN(C)C)c2C(=O)NCCN(C)C)c1	-5	-0.4	-2	-16	0.3	0	1	-10	1	-2	15
COc1ccccc1NS(=O)(=O)c1ccc(C(=O)NCCCn2ccnc2)cc1	-6	0.0	2	-1	-0.2	-3	7	-7	-3	0	0
COc1cccc(-n2nc(C(=O)Nc3ccc4c(c3)OCO4)c3ccccc3c2=O)c1	/	4.8	7	-3	-0.5	8	16	-10	-2	2	/
CC1(C)CC(=O)C=C(NCCN2CCN(C(=O)Nc3ccc(Cl)cc3)CC2)C1	-5	3.6	2	8	-0.1	-2	15	-10	5	0	-14
COc1ccc([C@@H](C)NC(=O)c2ccc3oc(C(C)C)nc3c2)cc1	-7	-0.5	-56	-173	-0.1	4	-204	-81	-2	1	-2
CCOc1ccc(S(=O)(=O)N2Cc3ccccc3CC2C(=O)NCCCn2ccnc2)cc1 (stereo unspecified)	-5	-2.8	13	7	0.0	8	12	-7	-1	-1	-6

Brought forward from above: four entries, followed by the next part.
SMILES	CaV13 ICDI inh	iPSC survival up	TRPM1 prom inh	Peg3 prom inh	aDG glyco act	PDI inh	HIF-2a block	NR2E3 ag-1	Exocytosis inh	NR2E3 ag-2	Vif inh
COc1cccc(-n2nc(C(=O)Nc3ccc4c(c3)OCO4)c3ccccc3c2=O)c1	/	4.8	7	-3	-0.5	8	16	-10	-2	2	/
CC1(C)CC(=O)C=C(NCCN2CCN(C(=O)Nc3ccc(Cl)cc3)CC2)C1	-5	3.6	2	8	-0.1	-2	15	-10	5	0	-14
COc1ccc([C@@H](C)NC(=O)c2ccc3oc(C(C)C)nc3c2)cc1	-7	-0.5	-56	-173	-0.1	4	-204	-81	-2	1	-2
CCOc1ccc(S(=O)(=O)N2Cc3ccccc3CC2C(=O)NCCCn2ccnc2)cc1 (stereo unspecified)	-5	-2.8	13	7	0.0	8	12	-7	-1	-1	-6
COc1ccc(Cl)cc1C(=O)N1CCC2(CC1)CC(=O)c1ccccc1O2	-2	-0.3	4	18	0.4	-10	8	17	-3	0	-15
CCOC(=O)N1CCN(c2ccc([N+](=O)[O-])cc2)CC1	-16	0.7	1	-18	3.3	-1	2	-4	-6	1	-4
O=C(Cn1cnc2c(OCc3ccccc3)ncnc21)NCCCn1ccnc1	-5	-2.2	-8	2	0.2	0	-9	0	2	/	5
Cc1cc(C(F)(F)F)n2nc(-c3cnn(C)c3C(F)(F)F)c(Cl)c2n1	-5	1.5	8	16	-0.1	-3	9	-2	-4	2	9
Cc1cc(C(=O)Nc2cccc(S(=O)(=O)N3CCOCC3)c2)c2ccccc2n1	-6	2.5	2	5	-0.2	1	14	-14	2	/	15
COc1cccc(-n2c(CCn3nc(C)c([N+](=O)[O-])c3C)n[nH]c2=S)c1	-19	-2.4	10	11	0.4	10	12	6	-1	-2	-7
C/C(=N\NC(=O)CNc1cccc(C(F)(F)F)c1)c1ccc(Br)cc1	-5	-0.6	-8	8	-0.2	-6	5	-24	3	-1	7
CC1CCCC(C(=O)O)N1C(=O)CCSSCCC(=O)N1C(C)CCCC1C(=O)O (stereo unspecified)	/	0.7	-1	12	0.1	6	5	2	2	-1	0
Cc1nn(S(=O)(=O)c2cccc([N+](=O)[O-])c2)c(C)c1S(=O)(=O)N1CCOCC1	-3	-0.5	7	-7	-0.1	-14	4	-25	-9	0	-8
COc1ccc(S(=O)(=O)N2CCN(c3ccc(F)cc3)CC2)cc1OC	-7	1.0	8	10	-0.2	-9	26	-8	-12	2	-3
C=CC[C@@H](CC(=O)N[C@H](CO)Cc1ccccc1)C(=O)NCCOC(=O)[C@@H](CC=C)CC(=O)OC(C)(C)C	-11	2.6	3	-2	0.2	5	12	-9	-2	/	/
CC1(C(=O)NS(=O)(=O)c2cccc(C#N)c2)CCN1C(=O)C1(c2ccc(Cl)cc2)CCC1 (stereo unspecified)	-7	-2.9	/	-16	-0.2	0	5	-3	-2	/	9
Cc1ccc(C(=O)N/C(=C\c2ccccc2)C(=O)NCC2CCCO2)cc1 (stereo unspecified)	-4	0.6	-2	4	-0.1	12	1	4	6	0	-4
CCC(C)CCN1C(Nc2ccccc2)=NC[C@@H]1C (stereo partly specified)	-10	0.2	0	-16	-0.1	-5	7	7	-8	6	0
O=C(CSc1ncn[nH]1)NNC(=O)c1ccccc1	-6	-0.3	1	4	-0.1	-4	3	2	2	3	3
COc1ccc(OC)c(C(=O)CSc2nc3cccnc3n2C)c1	-5	4.6	-4	2	3.5	0	13	-19	3	0	-2
Nc1nc(-c2cccnc2)nn1C(=O)CCc1ccccc1	-4	-0.3	-2	4	-0.1	-9	7	-21	4	0	-1
COc1ccc(C(=O)OCc2nnc(-c3ccccc3)o2)cc1S(=O)(=O)N1CCOCC1	-7	-0.4	-11	-59	0.0	-1	-53	7	12	2	5
O=C(OCC(=O)N1CCCc2ccccc21)c1cc(Br)ccc1O	-6	-0.4	-2	-11	-0.1	-5	5	14	-5	2	5
COc1ccccc1NC(=O)C1=C(C)Nc2nnnn2C1c1cccc(Br)c1 (stereo unspecified)	-3	5.7	15	24	0.4	11	32	0	1	-2	-2
O=C1c2ccccc2C(c2nnnn2Cc2ccccc2)N1Cc1cccc(F)c1 (stereo unspecified)	-8&-6	-0.5&1.5	/	/	0.0&-0.2	/	8&12	1&-11	-6&7	/	/
Cc1ccc(-c2cc(C(=O)NCCCN3CCCC3)c3ccccc3n2)cc1C	-3	-0.6	-8	-44	0.2	0	-29	-9	26	0	1
COc1ccc(C(C)NC(=O)Cc2cccs2)cc1OC (stereo unspecified)	-11	-0.1	-1	16	-0.1	-3	15	-26	0	1	6
O=C(NC(=S)Nc1cc([N+](=O)[O-])ccc1O)C1CC1	-5	1.7	-1	-24	-0.2	-13	-41	-48	1	-3	-4
COc1ccc(-c2nnc(SCC(=O)NCc3cccs3)n2CC(C)C)cc1	-6	1.2	-7	8	0.4	-6	14	-6	-2	5	-1
COc1ccc(N(C(=O)c2cnccn2)C(C(=O)NC2CCCCC2)c2ccc(O)cc2)cc1 (stereo unspecified)	-2	-0.8	8	9	-0.1	1	3	-23	2	4	13
O=C(CN1CCN(Cc2ccc3c(c2)OCO3)CC1)c1c[nH]c2ccccc12	-1	-0.4	4	1	0.1	-4	7	-25	-3	-3	2
COc1cc(C(O)C(=O)O)ccc1O (stereo unspecified)	-4	3.7	-14	4	0.2	5	-5	3	-5	4	1
COc1ccc(NC(=O)CSc2nccn2Cc2ccc(F)cc2)cc1	-1	-0.1	-4	-20	0.3	10	-38	-4	-1	-2	-2
CC(C)(C)c1ccc(C(=O)N2CCC(C(=O)c3ccccc3)CC2)cc1	-4	-0.5	/	23	0.2	5	19	7	12	4	-13
COc1cccc(C(=O)N2N=C(c3ccccc3)CC2(O)C(F)(F)F)c1 (stereo unspecified)	-8	3.9	0	0	1.0	-7	0	-12	10	0	-9
COc1ccc(CN(C(=O)CNC(=O)c2ccco2)C(C(=O)NCC2CCCO2)c2ccc(OC)c(OC)c2)cc1 (stereo unspecified)	-4	1.4	-6	-5	-0.1	-45	6	-10	6	4	19
COc1ccc(CCNC(=O)c2ccc(-c3ccc([N+](=O)[O-])cc3)o2)cc1OC	-5	0.2	-3	-25	1.0	3	-90	-22	10	3	-6
CCC(=O)NC(=S)Nc1ccc(NC(=O)c2ccc([N+](=O)[O-])cc2)cc1	-18	-1.0	3	-5	-0.2	5	8	-2	-4	-3	2
COc1ccc(CNC(=O)c2ccc(-c3ccc(F)c(F)c3)c3ccoc23)cc1OC	-5	1.3	/	23	0.7	4	-2	13	-1	/	-22
Cc1cc(C)c2c(CN3CCN(c4ccccc4)CC3)cc(=O)oc2c1	-5	0.1	/	-1	-0.5	/	-2	-4	-1	/	/
CCn1c(=S)sc2c(=O)n(CC(=O)Nc3cccc(OC)c3)c(C)nc21	-3	-0.3	11	-1	-0.1	0	6	16	27	1	-3
CC(C)(C)NCC(=Cc1ccccc1)C(=O)c1ccccc1	-6	-0.7	98*	101*	-0.3	6	80*	87*	3	/	25
CCCOC(=O)c1ccc(-c2c(C)noc2-c2ccc(OC)cc2O)o1	-1	0.3	-3	10	0.5	8	18	-5	-3	2	-4
Cc1ccc(NC(=O)CN2C(=O)C(C)Oc3ccccc32)nc1 (stereo unspecified)	-6	6.0	-3	1	0.2	3	-2	-20	1	2	0
CCOC(=O)c1ccc(-c2ccc(/C=N/NC(=O)CN(c3ccccc3Cl)S(C)(=O)=O)o2)cc1	-6	1.2	-8	-53	1.5	-3	-180	-43	3	3	6
Cc1sc2nc(SCc3ccccc3)n(Cc3ccco3)c(=O)c2c1C	-8	-1.6	0	12	-0.3	-7	-8	-20	-3	3	-1
Fc1cccc(Cc2noc(CN3CCCCC3c3ccccn3)n2)c1 (stereo unspecified)	-5	3.4	6	6	0.2	4	12	0	2	-1	-2
COCCN(C(=O)COC(=O)c1ccc(C)s1)c1c(N)n(Cc2ccccc2)c(=O)[nH]c1=O	-5	-0.2	-18	-6	0.1	-9	7	-29	7	0	0
CC(C)(C)C(=O)NC1(C(F)(F)F)C(=O)Nc2c1c(=O)[nH]c(=O)n2Cc1ccco1 (stereo unspecified)	1	0.0	10	4	-0.4	5	9	-12	0	0	12

Assay outcomes from PubChem BioAssay.
